MT1-MMP act inh: blockers of MT1-MMP proenzyme processing, primary screen, HT1080 RFP-PRO-GFP cells, GFP/RFP fluorescence; GFP/RFP ratio change, % at 20 µM; GFP/RFP ratio fluorescence, overnight; percent of plate control window, DMSO zero; 0.061% of 360,000 active;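 active = GFP/RFP ratio change of at least 30% with cell ATP level not reduced by more than half and red fluorescence within 50% of control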; also: strong numbers were not always called active
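Compound: 20 µM single dose, 1% DMSO / System: HT1080 RFP-PRO-GFP cells / Controls: DMSO and RFP-L50D-GFP cell wells / Read-out basis: GFP/RFP fluorescence ratio / Schedule: overnight compound exposure at 37 °C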
Neddyl block: inhibitors of cullin neddylation, primary screen, biochemical, TR-FRET, uHTS, NAE and Ubc12; NEDD8-conjugating enzyme Ubc12 (Homo sapiens) + NEDD8-activating enzyme E1 regulatory …; calls only at 25 µM; 0.58% of 360,000 active; AID 651699, 2012; in the data active = inhibition above about 36%
Rin1-Abl PPI inh: inhibitors of Rin1-Abl protein binding, primary screen, biochemical, TR-FRET; Tyrosine-protein kinase ABL1 (Homo sapiens) + Ras and Rab interactor 1 (Homo sapiens), …; inhibition, % at 7.35 µM; 0.4% of 360,000 active; AID 588664, 2011; in the data active = inhibition above about 5%, passing the limit was not always enough
eLon inh: inhibitors of E. coli Lon protease, primary screen, biochemical, fluorescence polarization. P0A9M0. purified E. coli Lon protease. inhibition, % at 7.94 µM. 0.42% of 360,000 active; in the data active = inhibition above about 13%, passing the limit was not always enough;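 also: 0% = enzyme with probe and DMSO and 100% = no enzyme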
NRP1-CendR mod: modulators of CendR peptide binding to NRP-1, primary screen, biochemical, fluorescence polarization, uHTS | Neuropilin-1 (Homo sapiens), O14786 | FAM-RPARPAR peptide binding to NRP-1 | inhibition, % at 25 µM | 0.85% of 360,000 active;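 active = inhibition or corrected inhibition above about 18%, plus a signal ratio from 0.5 to 1.5, limit read from the data, passing the limit was not always enough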; also: strong numbers were not always called active
Target sequence (O14786 whole entry, looked up): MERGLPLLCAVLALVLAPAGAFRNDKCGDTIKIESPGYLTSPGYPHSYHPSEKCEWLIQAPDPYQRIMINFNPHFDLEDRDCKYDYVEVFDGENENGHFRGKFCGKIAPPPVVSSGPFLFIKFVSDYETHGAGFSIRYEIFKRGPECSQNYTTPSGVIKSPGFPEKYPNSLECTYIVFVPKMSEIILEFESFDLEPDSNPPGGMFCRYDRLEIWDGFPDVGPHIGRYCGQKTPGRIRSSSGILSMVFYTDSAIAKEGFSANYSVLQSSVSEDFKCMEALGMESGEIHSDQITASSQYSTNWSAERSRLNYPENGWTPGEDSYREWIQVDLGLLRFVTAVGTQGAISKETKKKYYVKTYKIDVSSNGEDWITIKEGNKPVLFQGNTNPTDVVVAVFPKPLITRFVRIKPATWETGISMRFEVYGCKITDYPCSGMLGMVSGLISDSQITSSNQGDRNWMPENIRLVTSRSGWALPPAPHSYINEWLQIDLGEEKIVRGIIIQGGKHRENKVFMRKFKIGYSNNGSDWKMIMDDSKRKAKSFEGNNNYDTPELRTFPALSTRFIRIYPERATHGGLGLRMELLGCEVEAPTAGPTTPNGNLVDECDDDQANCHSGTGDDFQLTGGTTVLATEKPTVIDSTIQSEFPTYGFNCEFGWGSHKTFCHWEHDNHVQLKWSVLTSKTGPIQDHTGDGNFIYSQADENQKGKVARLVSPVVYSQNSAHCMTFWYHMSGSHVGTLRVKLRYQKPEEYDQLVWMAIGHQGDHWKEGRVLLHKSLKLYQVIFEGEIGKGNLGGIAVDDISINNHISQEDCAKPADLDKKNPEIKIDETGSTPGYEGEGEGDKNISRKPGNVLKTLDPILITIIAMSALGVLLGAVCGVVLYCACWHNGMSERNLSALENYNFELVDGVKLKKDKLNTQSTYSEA
bovine MsrA act: bovine MsrA enzyme activators, primary screen, biochemical, absorbance, HTS; purified bovine MsrA, absorbance read-out; Methionine sulfoxide reductase A (Bos taurus); activation, % at 10.6 µM; 0.3% of 360,000 active; in the data active = activation above about 7.5%;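 also: 0% = vehicle and 100% = reference activator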
FAS TE block: FAS thioesterase domain inhibitors, primary screen, biochemical, fluorescence intensity, uHTS | Fatty acid synthase (Homo sapiens), P49327 | 0.67% of 360,000 active | inhibition, % at 15 µM | recombinant FAS-TE, OMFH fluorogenic substrate, fluorescence endpoint;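 active = compounds whose normalised, plate-corrected inhibition of enzyme fluorescence in the single-dose primary screen is 50% or more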;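 also: 0% = DMSO with enzyme and 100% = substrate without enzyme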
SKN-1 inh: suppressors of acrylamide-induced Pgst-4::GFP reporter in worms, primary screen, SKN-1 inhibitor project, whole organism, uHTS, GFP/RFP fluorescence ratio, strain VP596 | C. elegans VP596 Pgst-4::GFP/RFP ratio, 24 h | inhibition, % at 21.8 µM | 0.49% of 360,000 active | AID 624304, 2012;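 active = interference check ratio from 0.5 to 1.5 plus GFP to RFP signal ratio inhibition reaching or exceeding a fixed threshold, cut at about 30% in these data, passing the limit was not always enough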; also: some compounds called inactive have numbers as strong as hits
MsrA inhibitor: bovine MsrA enzyme inhibitors, primary screen, biochemical, absorbance, HTS; Methionine sulfoxide reductase A (Bos taurus); purified bovine MsrA, absorbance read-out; inhibition, % at 15.5 µM; 0.75% of 360,000 active; AID 651718, 2012; in the data active = inhibition above about 4.5%;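 also: 0% = vehicle wells with enzyme and 100% = reference inhibitor wells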
An asterisk follows results filed as active; i = inactive; . = not tested or not shown. Not a hit list; overall some 4.2% were active at least once.

Sample of the layout:
SMILES	MT1-MMP act inh	Neddyl block	Rin1-Abl PPI inh	eLon inh	NRP1-CendR mod	bovine MsrA act	FAS TE block	SKN-1 inh	MsrA inhibitor
O=C1C(=O)N(c2cccc(Cl)c2)C(c2ccccc2[N+](=O)[O-])/C1=C(\O)c1ccccc1 (centres undefined)	-1	i	5	10	3	-2	1	12	.
Clc1nc(NC2CCCC2)nc(N2CCOCC2)n1	2	i	-1	-7	-8	-6	-4	16	0.1

The whole of this part, repeating the preview:
SMILES	MT1-MMP act inh	Neddyl block	Rin1-Abl PPI inh	eLon inh	NRP1-CendR mod	bovine MsrA act	FAS TE block	SKN-1 inh	MsrA inhibitor
O=C1C(=O)N(c2cccc(Cl)c2)C(c2ccccc2[N+](=O)[O-])/C1=C(\O)c1ccccc1 (centres undefined)	-1	i	5	10	3	-2	1	12	.
Clc1nc(NC2CCCC2)nc(N2CCOCC2)n1	2	i	-1	-7	-8	-6	-4	16	0.1
CC(=O)c1ccc(NC(=O)c2cccs2)cc1	-6	i	2	-2	5	-3	-9	16	0.3
N#CC1C(=O)NC(=O)C(C#N)C12CCCCC2 (centres undefined)	10	i	.	-5	-1	-6	-3	-5	-1.1
COc1cc(-c2nnc(-c3ccccc3)o2)cc(OC)c1OC	2	.	-1	-6	3	0	9	7	0.8
CCN1CCN(C(=O)c2ccc(COc3cccc(Cl)c3)o2)CC1	0	i	1	-3	10	0	-2	11	1.5
Cc1ccccc1-c1nc(CS(=O)(=O)CC(=O)NCCN2CCOCC2)c(C)o1	0	i	0	-5	-4	3	-4	3	-1.1
Cc1nc2ccc(C(=O)N(C)Cc3ccco3)cn2c1N(C)C(=O)CCc1ccccc1	2	i	2	7	3	-2	-6	31	1.0
COC(=O)Cc1ccc(NC(=O)c2ccc3c(c2)C(=O)N(CC2CCCO2)C3=O)cc1 (centres undefined)	0	i	-1	-5	0	-1	-4	2	-1.2
CN1CCC(NCCC(c2ccc(F)cc2)c2ccc(Cl)cc2)CC1 (centres undefined)	5	i	4	6	-2	-3	-7	-9	-0.8
CCCc1nnc(NS(=O)(=O)c2ccccc2)s1	-4	i	0	-3	7	-1	-6	19	-0.8
CCOc1ccccc1C(=O)N[C@H](C(=O)Nc1ccc(OC)c(S(=O)(=O)N2CCOCC2)c1)C(C)C	2	i	-4	6	-8	-2	2	13	0.5
COC(=O)c1cc(CNC(=O)c2ccc(N3CCCC3)c([N+](=O)[O-])c2)ccc1OC	3	i	-6	3	6	-3	2	3	0.3
O=C(Nc1ccc(OCCO)cc1)c1csc([C@@H]2C[C@H](O)[C@@H](CO)O2)n1	3	i	-2	1	-5	6	-2	7	-0.6
CN(CC(=O)Nc1ccccc1C(F)(F)F)C(=O)CC1OC(=O)c2ccccc21 (centres undefined)	-1	i	0	-3	9	-3	-6	2	-0.6
CCCCC1CCC(C(=O)OCC(=O)Nc2ccc(S(N)(=O)=O)cc2)CC1 (centres undefined)	2	i	3	6	-1	-6	11	-3	0.9
COc1ccc(NC(=S)N(Cc2ccc(C)cc2)Cc2ccccn2)cc1	-1	i	2	-7	-9	-3	0	-1	1.5
Cc1nn(CC(=O)NCCc2ccc(Cl)cc2)c(=O)c2cccn12	0	i	0	-11	-8	7	-4	0	-0.6
COc1ccc(OC)c2c1C(=O)C(Cl)=C(Cl)C2=O	-21	i	1	7	-15	-18	30	4	-1.5
COc1ccccc1OCCNc1nc2c(c(=O)n(C)c(=O)n2C)n1C	-4	i	0	-2	5	1	0	-4	-1.4
Cc1ccc(N2C(=O)CC(NCc3ccc4c(c3)OCO4)C2=O)cc1Cl (centres undefined)	-1	i	3	-5	-7	-4	13	-7	0.4
COc1ccc(Oc2ccc(S(=O)(=O)N3CCCCC3)cc2S(=O)(=O)N2CCCCC2)cc1	-3	i	0	1	-10	-2	35	16	-0.6
COc1ccccc1C(=O)Nc1nsc(-c2ccccc2)n1	-8	i	0	5	6	-9	0	-6	0.1
O=C(COC(=O)CN1C(=O)c2ccccc2C1=O)Nc1cccc(F)c1	1	i	0	-11	-6	-2	-9	20	-0.5
CN1CCN(C(=O)C[C@H]2CC[C@H]3[C@@H](COC[C@@H](O)CN3Cc3cccc(F)c3)O2)CC1	4	i	.	.	8	.	.	9	-0.1
New compounds follow.
SMILES	MT1-MMP act inh	Neddyl block	Rin1-Abl PPI inh	eLon inh	NRP1-CendR mod	bovine MsrA act	FAS TE block	SKN-1 inh	MsrA inhibitor
Cc1cccc(N(CC(=O)NCCC2=CCCCC2)S(C)(=O)=O)c1C	7	i	3	2	16	-4	5	3	-0.6
COCCSc1ccccc1C(=O)Nc1ccc2c(c1)OCO2	1	i	0	5	0	-4	-7	6	0.5
O=C(Nc1cccc(C(F)(F)F)c1)c1csc(-c2ccncc2)n1	1	i	3	1	7	-12	7	-6	-0.8
Cc1ccc(N2C(=O)C3C4C=CC(CNC(=S)N5CCN(c6ccccc6)CC5)(O4)C3C2=O)cc1 (centres undefined)	9	i	0	-13	-1	-8	-2	-4	-0.9
Cn1nc(C(=O)N2CCN(S(=O)(=O)/C=C/c3ccccc3)CC2)c2ccccc2c1=O	2	i	-2	4	8	-7	2	8	-1.2
O=C(Nc1nncs1)c1cc(-c2ccco2)nc2ccccc12	-2	i	0	-14	-23	-2	-1	-10	1.1
COc1ccc(OC)c(NC(=O)CSc2ncnc3c2cnn3-c2ccccc2Cl)c1	-6	i	1	-9	4	-1	36	9	.
O=S(=O)(Cc1ccccc1)N1CCN(c2ncccn2)CC1	2	i	7.2*	-7	3	-1	-3	2	0.7
O=S(=O)(c1cccc(C(F)(F)F)c1)N1CCC(c2nc3ccccc3[nH]2)CC1	2	i	-1	-5	0	0	4	11	-0.3
COc1ccc(OC)c(NS(=O)(=O)c2cccc3cccnc23)c1	1	i	2	-2	1	-3	4	5	0.2
COc1ccccc1OCCNC(=O)c1ccccc1C	-3	i	2	-6	-4	7	-7	-5	-0.8
O=C(Nc1ccc(Br)cc1F)c1ccc2c(c1)N(Cc1ccccc1)C(=O)CS2=O (centres undefined)	-5	i	-3	1	4	-4	19	-3	2.0
CCC(c1nnc(SCC(=O)NC2CCCCC2)n1Cc1ccccc1)N(C)C (centres undefined)	-2	i	0	-6	9	-2	-5	-1	-0.8
Cc1nn(-c2ccc(F)cc2)c(C)c1CN1CCN(Cc2ccccc2)C(CCO)C1 (centres undefined)	0	i	4	-2	-2	-2	-6	3	0.6
Cc1ccc(N2C(=O)c3ccccc3C2C(=O)c2ccc(O)cc2O)cc1 (centres undefined)	-7	i	5	3	1	-6	5	3	6.2*
O=C(Nc1cc(Cl)ccc1N1CCOCC1)C1CC1	0	i	4	1	0	-8	-4	9	0.8
CC(C)CCn1c(CN2CCN(c3cccc(Cl)c3)CC2)nc2c1c(=O)n(C)c(=O)n2C	1	i	3	-5	4	-1	44	17	0.9
CCn1ncc(C2=NOC(C(=O)Nc3ccc4c(c3)OCO4)C2)c1C (centres undefined)	-1	i	-1	0	6	-3	-8	-4	2.2
COc1ccc(-c2ncc(CN3CCN(CCC(C)C)C(CCO)C3)cn2)cc1 (centres undefined)	1	i	0	-6	-1	-3	-3	-2	0.0
CCOC(=O)/C(=N\Nc1ccccc1)c1csc(Nc2ccc(C)cc2)n1	4	i	1	8	2	-2	38	10	0.4
COc1ccc(Cc2c(-c3cccc(Br)c3)nc3ccc(Cl)cn23)c(C)c1	-4	i	0	-18	-31	0	6	2	0.1
CCOC(=O)c1ccc(NC(=S)N2CCC(C(N)=O)(N3CCCCC3)CC2)cc1	-1	i	5	7	-9	-8	-4	0	-0.9
COC(=O)C1=C(C(=O)OC)[C@@H]2N(C)c3ccc(OC)cc3[C@@]23C[C@@H](C(=O)OC)N(S(=O)(=O)c2ccc(OC)cc2)C3=N1	0	i	0	3	13	-2	43	10	-0.1
CCc1ccc(N2CC(C(=O)N3CCN(c4ccccn4)CC3)CC2=O)cc1 (centres undefined)	1	i	4	-7	-5	-9	-4	-8	0.8
COc1ccc(NC(=S)NC2CCCCCC2)c(OC)c1	3	i	6	1	-4	2	-3	-1	0.1
The listing continues.
SMILES	MT1-MMP act inh	Neddyl block	Rin1-Abl PPI inh	eLon inh	NRP1-CendR mod	bovine MsrA act	FAS TE block	SKN-1 inh	MsrA inhibitor
Cc1nn(CC(=O)N2CCCC2)c(=O)c2nn(-c3ccccc3)c(C)c12	-1	i	-2	-9	4	0	-6	-2	0.7
CCCN1C(=O)/C(=C/c2c(N3CCNC(=O)C3CC(=O)OCC)nc3c(C)cccn3c2=O)SC1=S (centres undefined)	-28	i	-3	-426	133	-2	-101	37	.
Fc1ccccc1OCCCCCN1CCCC1	1	i	0	-7	1	-5	-7	5	-0.2
CCC(=O)c1ccc(OCC(O)CNC(C)c2ccccc2)cc1 (centres undefined)	-3	i	2	-1	6	-6	-7	-8	0.9
N#Cc1c(Nc2ccc(F)cc2)sc(C(=O)c2ccccc2)c1N	-1	.	0	-5	-2	-3	27	9	3.2
Cn1c(SCC(=O)NNC(=O)c2ccc(Cl)cc2)nnc1-c1cccnc1	0	i	-3	5	9	-3	-3	-10	-0.6
CC(NC(=O)CN(c1ccc(Cl)cc1)S(C)(=O)=O)c1ccccc1 (centres undefined)	-4	i	0	1	8	-3	2	9	0.3
O=C1NC[C@H](CCCCN2C[C@H](Cc3ccc(O)cc3)N(Cc3ccccc3)C(=O)C2=O)N(Cc2ccccc2)C1=O	1	i	.	1	-3	-2	-7	13	-0.5
CCCC(=O)Nc1nnc(-c2ccc3c(c2)OCCO3)o1	0	i	-3	-3	-6	-1	-1	5	0.5
CCn1c(CC(=O)Nc2ccccc2OC)nnc1SCC(=O)Nc1ccccc1F	1	i	3	4	-6	-1	-5	12	-1.0
CCOc1ccc(C2c3c(oc4ccccc4c3=O)C(=O)N2CCCN2CCOCC2)cc1OCC (centres undefined)	1	i	-3	-9	-8	-2	-2	-14	0.8
O=C(c1ccccc1)c1nc2c(n1O)CCCCC2	-8	i	2	5	5	1	-3	-25	1.3
O=C1/C(=C/c2cccs2)SC(=S)N1N1CCOCC1	-3	i	-1	-6	4	-2	8	5	0.3
CC(=O)Nc1ccc(CN2CCCC(CO)(Cc3ccccc3C)C2)cc1 (centres undefined)	-4	i	1	3	-5	-1	-1	14	-0.6
CN(C)S(=O)(=O)c1ccc(C(=O)OCCCN=C2NS(=O)(=O)c3ccccc32)cc1	0	i	0	-7	-4	-2	0	-16	-0.4
Cc1onc(-c2c(F)cccc2Cl)c1C(=O)Nc1cccc(S(=O)(=O)NC2=NCCC2)c1	1	i	-2	2	7	-2	-4	8	0.4
COC(=O)[C@@]12C[C@@H](CC(=O)N3CCN(C(=O)C4CC4)CC3)C(=O)N(Cc3ccccc3)C1=CCC(C)(C)C2	-2	i	.	.	-1	.	.	15	-1.5
CCC(=O)Nc1c(-c2ccccc2Cl)c(=O)c2ccccc2n1CC	-1	i	4	0	-18	-7	-6	1	0.6
CCCC[C@@H]1CNC(=S)N1CCC12CC3CC(CC(C3)C1)C2	5	i	4	4	5	-2	-9	9	0.2
COc1ccc(S(=O)(=O)NCC2CCCN(C(=O)CCSC)C2)cc1 (centres undefined)	-2	i	1	-12	-15	-1	-6	-11	-0.2
CC1=NN(c2cccc(C(=O)O)c2)C(=O)/C1=C\C=C\c1ccco1	-1	i	2	-8	-28	0	-7	12	0.4

Compound activity as filed in PubChem BioAssay.
